Akt phos inh – HTS Assay for Inhibitors of Akt Phophorylation: Primary Screen. Neuro2A IGF-stimulated pAkt S473 HTRF, 20 min; stronger effect = lower value. activity change, % for hits at 50 µM. 360,000 tested, 0.32% active; in the data active = activity change below about -80%; inconclusive = mostly about -51% to -80%; also: % is scaled to controls: 0 for no effect and ±100 for the full control effect
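Neuro2A cells in DMEM with 0.5% FBS, overnight at 37 deg C, given compound at single 50 µM final, then IGF (6 nM final) for 20 min at 37 deg C. Lysed; phospho-Akt Ser473 by HTRF after 24 h, 665/615 ratio.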
EPAC2 antagonist – qHTS for Antagonist of cAMP-regulated guanine nucleotide exchange factor 2 (EPAC2): primary screen; Rap guanine nucleotide exchange factor 4 (Homo sapiens), Q8WZA2; 360,000 tested, 0.18% active; EPAC2 GEF exchange of Rap1B-BODIPY-GDP, fluorescence; Potency, µM (series often up to 114 µM), for inactives: at the highest dose activity, negative = inhibition, usual class: inhibitors; also: potency is read from the fitted curve at half-maximal effect; % is scaled to controls: 0 for no effect and ±100 for the full control effect; nearly all actives have a fitted effect of over 45% in size; many of its hits are not listed in these tables
Target sequence (Q8WZA2 whole entry, looked up): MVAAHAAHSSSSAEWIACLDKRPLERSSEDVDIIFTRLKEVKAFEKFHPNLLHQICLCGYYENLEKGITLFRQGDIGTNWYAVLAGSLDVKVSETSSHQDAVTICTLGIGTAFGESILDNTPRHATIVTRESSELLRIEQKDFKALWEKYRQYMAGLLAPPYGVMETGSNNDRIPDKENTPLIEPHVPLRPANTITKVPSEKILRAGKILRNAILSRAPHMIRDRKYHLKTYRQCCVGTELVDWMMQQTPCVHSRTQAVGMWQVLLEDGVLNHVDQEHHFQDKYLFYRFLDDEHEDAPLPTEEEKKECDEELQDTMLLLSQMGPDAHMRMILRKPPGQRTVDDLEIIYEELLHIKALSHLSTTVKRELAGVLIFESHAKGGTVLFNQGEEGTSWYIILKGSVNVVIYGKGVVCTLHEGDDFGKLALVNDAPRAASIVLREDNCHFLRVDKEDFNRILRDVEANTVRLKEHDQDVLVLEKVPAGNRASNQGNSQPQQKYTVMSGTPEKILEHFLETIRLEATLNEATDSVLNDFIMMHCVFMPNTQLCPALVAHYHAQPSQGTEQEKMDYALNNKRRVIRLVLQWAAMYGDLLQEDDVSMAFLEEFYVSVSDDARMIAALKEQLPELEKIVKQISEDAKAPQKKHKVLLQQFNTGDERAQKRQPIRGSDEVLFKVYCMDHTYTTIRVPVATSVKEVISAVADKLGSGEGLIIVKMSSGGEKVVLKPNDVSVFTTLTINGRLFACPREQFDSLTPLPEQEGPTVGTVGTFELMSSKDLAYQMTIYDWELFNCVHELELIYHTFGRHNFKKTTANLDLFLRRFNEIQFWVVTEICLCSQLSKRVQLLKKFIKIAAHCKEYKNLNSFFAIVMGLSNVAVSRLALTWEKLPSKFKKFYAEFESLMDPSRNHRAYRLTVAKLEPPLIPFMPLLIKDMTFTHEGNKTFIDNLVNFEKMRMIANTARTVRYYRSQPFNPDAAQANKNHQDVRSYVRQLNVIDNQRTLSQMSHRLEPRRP
A549 viability – Nrf2 qHTS screen for inhibitors: counterscreen for cytotoxicity; A549 ARE-Fluc cells, CellTiter-Fluor viability, 18-24 h; Potency, µM (doses to about 46 µM), inactives show at the highest dose activity change, negative = cytotoxicity, actives largely listed as inhibitors; 390,000 tested, 0.16% active; also: potency is read from the fitted curve at half-maximal effect; % is scaled to controls: 0 for no effect and ±100 for the full control effect
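A549 ARE-Fluc cells in 5% FBS OPTI-MEM, 5000 cells/well, rested 2 h then exposed to compounds in concentration-response for 18-24 h at 37 °C. Viability by CellTiter-Fluor fluorescence (Ex 405/Em 525) after 30 min; luciferase luminescence (BugLite, 15 min, RT) read afterwards.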
Nrf2 activator – qHTS of Nrf2 Activators; 410,000 tested, 0.31% active; Potency, µM (doses to about 46.1 µM), for the others: top-dose activation, most hits filed as activators; AREc32 ARE-luciferase reporter (MCF7-derived line), luminescence, 24 h; AID 624171, 2012; also: potency is read from the fitted curve at half-maximal effect; % of control where 0% means no effect; nearly all actives have a fitted effect of over 65% in size
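Luminescent ARE reporter assay in AREc32_Fluc cells: overnight plating at 37 deg C, 24 hr compound incubation, Steady-Glo added, 30 min RT before reading.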
MmCpn inh – Inhibitors of TCP-1 ring complex (TRiC) of Methanococcus maripaludis (MmCpn): qHTS | purified Mm-Cpn ATPase, ADP Transcreener TR-FRET | AID 504842, 2011 | Potency, µM (doses to about 76.9 µM), for the others: at the highest dose activity, negative = inhibition, most hits filed as inhibitors | 330,000 tested, 0.031% active | Chaperonin Mm-Cpn (Methanococcus maripaludis); also: potency is read from the fitted curve at half-maximal effect; % is scaled to controls: 0 for no effect and ±100 for the full control effect; nearly all actives have a fitted effect of over 80% in size
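Measured: ADP formation by purified Mm-CPN. Conditions: 25 nM protein, 10 uM ATP, Tris pH 7.4 with Mg2+, K+ and DTT, 37°C for 30 min. Detection: Transcreener HTRF after 30 min at room temperature.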
TGFb SMAD3 inh – qHTS for Inhibitors of TGF-b | HepG2 CAGA-GFP TGF-b/SMAD3 reporter, GFP fluorescence, 18 h; TGF-beta stimulated, 500 pg/mL final | Potency, µM (highest dose often 46.1 µM), for inactives: at the highest dose activity, negative = inhibition, actives largely listed as inhibitors | 410,000 tested, 1.2% active | AID 588855, 2011; also: potency is read from the fitted curve at half-maximal effect; % is scaled to controls: 0 for no effect and ±100 for the full control effect; nearly all actives have a fitted effect of over 65% in size
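HEPG2 CAGA-GFP, 1000 cells/well; 2 h settle, 37 C; cpd via pin tool; TGF-b 500 pg/mL final; 18 h, 37 C; GFP imaging ex488/em500-530; %Activity normalised to -TGF-b and +DMSO controls; CRC fit, curve class.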
EPAC2 ag – qHTS for Agonist of cAMP-regulated guanine nucleotide exchange factor 4 (EPAC2): primary screen; Rap guanine nucleotide exchange factor 4 (Homo sapiens), Q8WZA2; EPAC2 activation, biochemical qHTS; response scale: 100% = 6.5 mM cAMP response; Potency, µM (highest dose often 154 µM), for the others: at the top dose activation, most hits filed as activators; 360,000 tested, 0.079% active; AID 720711, 2013; also: potency is read from the fitted curve at half-maximal effect; nearly all actives have a fitted effect of over 50% in size
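Compounds were added across a concentration range to EPAC2 (100 nM), RAP1B-BODIPY-GDP (250 nM) and GDP (50 uM). After 5 min at room temperature, fluorescence was recorded at 5-min intervals for 30 min.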
CCT chaperon mod – High-Throughput Screening for Modulators of Cytosolic Chaperonin Activity | purified chaperonin ATPase assay, HTRF ADP detection, 30 min | activity change, % (test concentration not listed), hits read low | 360,000 tested, 0.3% active | AID 651819, 2012; in the data active = activity change below about -30%; also: % is scaled to controls: 0 for no effect and ±100 for the full control effect
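ATPase activity: ADP formed was measured by HTRF Transcreener (665/615 nm ratio) after 30 min at 37 deg C with 10 uM ATP. Compounds screened at one 76 uM concentration against 40 or 20 nM TRiC in Tris pH 7.4/KCl/MgCl2/DTT buffer.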
Nrf2 block – Nrf2 qHTS screen for inhibitors | A549 ARE-Fluc reporter, luciferase luminescence, 18-24 h | 360,000 tested, 2.1% active | Potency, µM (top dose mostly 46 µM), for the others: at the top dose activity change, negative = inhibition, usual class: inhibitors; also: potency is read from the fitted curve at half-maximal effect; % is scaled to controls: 0 for no effect and ±100 for the full control effect; nearly all actives have a fitted effect of over 60% in size
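Cells were seeded and rested 2 h, then exposed to compounds for 18-24 h. CellTiter-Fluor was read first as a viability measure. BugLite was added 15 min before the final luminescent read of ARE-luciferase activity in A549 cells.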
Numbers without * were called inactive; i = inactive; ? = inconclusive; · = no result given; & = joins results of further samples; [ ] = remark or other dose. Unless noted, calls follow the shape of the dose curve; as a rule, active = well fitted curve in the direction sought with a large enough effect; inconclusive = small, poorly fitted or top-dose-only effect, or another doubt; inactive = no such curve, though single readings can be large; an effect the other way counts as inactive or inconclusive. The list is partial, so the mix of outcomes need not match the whole.

SMILES | Akt phos inh | EPAC2 antagonist | A549 viability | Nrf2 activator | MmCpn inh | TGFb SMAD3 inh | EPAC2 ag | CCT chaperon mod | Nrf2 block
S=C(Nc1ccc(Br)cc1Cl)N1CCC2(CC1)OCCO2 | i | -2% | 1% | 3.2% | 0% | 7% | -2% | 4.1 | ?
COc1ccc2c(c1)C1(C(=O)O)CC=CCC1(C(=O)O)C2 (stereo unspecified) | i | 1% | -5% | -0.4% | · | -24% | 15% | -1.8 | 4%
Cc1ccccc1NC(=O)N1Cc2ccccc2-n2nncc2C1 | i | 11% | · | -0.4% | · | 2% | 22% | -4.8 | ·
CC1CNCCN1c1ccc(Cl)cc1 (stereo unspecified) | i | 15% | 2% | 1.5% | · | -11% | 6% | 0.8 | 9%
O=C1CN=C(c2ccc(Br)cc2)c2c(sc3c2CCCC3)N1CCN1CCCCC1 | i | -12% | -17% | 0.9% | 0% | ? | 11% | 0.8 | 3%
COC(=O)C1=C(c2ccc(-c3ccccc3)c(F)c2)C[C@@H]2CC[C@H]1N2C(=O)N1CCC(C)CC1 | i | -23% | -7% | 0.5% | 0% | 4.5µM* | 3% | 1.2 | 16µM*
CN1C2CCC1C(COC(=O)c1ccccc1)C(O)C2 (stereo unspecified) | i | -4% | 17% | -0.6% | 2% | 1% | -3% | -10 | -3%
CSc1nc2ccc(C)cc2c(=O)n1-c1cccnc1 | i | 1% | -3% | -0.4% | 3% | 5% | 8% | -2.0 | ?
CC1Cc2cc(S(=O)(=O)N(Cc3ccccc3)C(C)C)ccc2N1C(=O)C1CCC1 (stereo unspecified) | · | · | 1% | 8.5% | · | -23% | · | · | ?
COC(=O)C1=C(c2ccc(F)cc2OCc2ccccc2)C[C@@H]2CC[C@H]1N2C(=O)NCc1ccc(OC)c(OC)c1 | i | -14% | -12% | 0.2% | -1% | 19% | 18% | -0.2 | ?
O=C1NCN(c2ccccc2)C12CCN(C(c1nnnn1C1CCCC1)C1CC1)CC2 (stereo unspecified) | i | 3% | · | 0.3% | · | -29% | -1% | -0.4 | ·
Cc1ccc(CNCCc2ccccc2F)cc1 | i | 8% | 1% | -0.2% | 1% | 14% | 5% | 1.3 | 22%
CN1CCN(c2ccc([N+](=O)[O-])c(N/N=C3\CN4CCC3CC4)c2)CC1 | i | -3% | 21µM* | 0.4% | 2% | 8% | 0% | 0.7 | 0%
COc1ccc(CNC(=O)CCC(=O)N2C[C@H]3C[C@H](C2)c2cccc(=O)n2C3)cc1 | i | -3% | 10% | -0.7% | 0% | 14% | 2% | 0.3 | 6%
Cc1ccsc1C(=O)C1CCCN(Cc2cc(C(C)C)n[nH]2)C1 (stereo unspecified) | i | 12% | 1% | 2.5% | 2% | -13% | 9% | -1.2 | -2%
Cc1ccsc1C(=O)C1CCCN(Cc2ccc(O)cc2)C1 (stereo unspecified) | i | -3% | 7% | -0.8% | 0% | 3% | 7% | 2.7 | -1%
Cc1ccc2c(c1)=NC(=O)/C(=C/c1c(O)[nH]c(=O)[nH]c1=O)C=2 | i | -1% | -12% | -0.3% | 0% | -24% | 0% | -1.6 | -11%
c1cnc(N2CCNCC2)nc1 | i | -5% | -11% | 0.4% | -1% | 17% | 8% | -0.2 | 4%
FC(F)(F)c1cccc(NC2=NCCCS2)c1 | i | -8% | 1% | 0.3% | -1% | 14% | 3% | -0.5 | 0%
COc1cccc(N2C(=O)/C(=C/c3ccc(C)o3)C(=O)NC2=S)c1 | i | 6% | 1% | 4.8% | -1% | -4% | 5% | -0.6 | 0%
COc1ccc2ccccc2c1CNCCc1ccccc1 | i | 1% | 4% | 0.3% | 2% | -10% | 5% | -2.4 | -19%
Cc1[nH]nc2c1C1(CCC(c3ccccc3)CC1)C(C#N)=C(N)O2 (stereo unspecified) | i | -2% | 0%[1.84 µM] | ? | 0% | -1% | 12% | -3.5 | -11%
C[C@@]12N[C@@H](Cc3ccccc31)c1ccccc12 | i | -3%&1% | -2%&-4% | -0.1%&-0.3% | · | 2%&36% | 8%&4% | 0.9&1.3 | 10%&-9%
COC(=O)C1=C(c2cccc(OC)c2OC)C[C@@H]2CC[C@H]1N2C(=O)NCc1ccc(C(F)(F)F)cc1 | i | -9% | 1% | 4.4% | · | 0% | -2% | -0.1 | -7%
Cc1c(N=Cc2c(O)n(Cc3ccc(F)cc3)c(=O)[nH]c2=O)c(=O)n(-c2ccccc2)n1C | · | 10% | -5% | 0.1% | 2% | -27% | -14% | 2.5 | 9%

Look-ups from the entries so far:
Entry for `O=C1NCN(c2ccccc2)C12CCN(C(c1nnnn1C1CCCC1)C1CC1)CC2` (stereo unspecified) under CCT chaperon mod: -0.4
Entry for `COC(=O)C1=C(c2cccc(OC)c2OC)C[C@@H]2CC[C@H]1N2C(=O)NCc1ccc(C(F)(F)F)cc1` under EPAC2 ag: -2%

The list continues:
SMILES | Akt phos inh | EPAC2 antagonist | A549 viability | Nrf2 activator | MmCpn inh | TGFb SMAD3 inh | EPAC2 ag | CCT chaperon mod | Nrf2 block
O=C1CN=C(c2ccccc2)c2cc(Br)ccc2N1Cc1cc(=O)n2ccccc2n1 | i | 1% | -1% | 0.5% | -3% | ? | -3% | -0.7 | -19%
OCCNCCc1c[nH]c2ccc(OCc3ccccc3)cc12 | i | 7% | 2% | 3.3% | 1% | -24% | -3% | -1.1 | -18%
COc1ccc(-n2nc(C(=O)NCC(=O)N3CCC4(CC3)OCCO4)c3ccccc3c2=O)cc1Cl | i | -3% | -1% | 3.3% | -4% | 1% | 6% | -1.5 | ?
Cn1c(=O)cc(OCC(=O)N2CCC3(CC2)OCCO3)c2ccccc21 | i | 20%[57.1 µM] | 4% | 2.7% | 0% | 31% | 0% | -2.3 | -5%
C#CC1(O)CCC2C3CCC4=C/C(=N/OCC(=O)NCC(=O)NC(C(=O)O)C(C)C)CC[C@]4(C)C3CC[C@@]21C (stereo partly specified) | i | 3% | 3% | 1.8% | -3% | 1% | 9% | -3.0 | 2.1µM*
CCOC(=O)[C@]12Cc3cc(C)ccc3[C@H]1N(Cc1ccccc1)C(=O)c1cc(F)c(F)cc12 | i | -11% | · | -3.5% | · | · | -8% | -1.3 | ·
Nc1cc(C(=O)Nc2ccc(Cl)cc2)ccc1N1CC2CC(C1)c1cccc(=O)n1C2 (stereo unspecified) | i | 1% | 0% | -0.7% | -6% | -3% | 6% | 0.3 | -17%
C[C@@H]1COc2cccc(N3CCN(C)CC3)c2S(=O)(=O)N1 | i | 3% | · | 0.1% | · | · | -1% | -1.2 | ·
O=C(Nc1ccc(Cl)c(C(F)(F)F)c1)NC1CC2CCCC(C1)N2Cc1ccccc1 (stereo unspecified) | i | -6% | -15% | -2.2% | 2% | 20µM* | 2% | -1.5 | -24%
COc1ccc(-n2c(=S)[nH]c3ccc(C)cc3c2=O)cc1 | i | 2% | · | 0.3% | · | 10% | 1% | -1.8 | ·
CN1CCN(c2ccc(C(N)=O)cc2[N+](=O)[O-])CC1 | i | 12% | 0% | -0.4% | -1% | ? | 6% | 1.4 | 8%
CC(C)c1onc(C(=O)N2CCC3(CC2)OCCO3)c1[N+](=O)[O-] | i | -1% | -4% | -0.4% | 2% | -8% | 3% | -0.9 | -4%
COc1cc(OC)c(OC)cc1CNCCc1ccc2c(c1)OCO2 | i | -7% | 4% | -0.7% | 1% | 22% | -7% | 0.3 | -2%
COC(=O)C1=C(c2cccc(OCc3ccccc3)c2)C[C@@H]2CC[C@H]1N2C(=O)NCc1ccc(Br)cc1 | i | 6% | -8% | 1.4% | -1% | 1% | 8% | -4.2 | ?
COCCOC(=O)C1=C(N)OC(C)=C(C(=O)OC)C12C(=O)Nc1ccccc12 (stereo unspecified) | i | 12% | -1% | -0.3% | 2% | -5% | 5% | 0.2 | 16%
CCNc1cc(N2CCN(C)CC2)ccc1[N+](=O)[O-] | i | -1% | -27% | 3.3% | 1% | -10% | 2% | 1.7 | -6%
COC(=O)C1=C(c2ccccc2)C[C@@H]2CC[C@H]1N2C(=O)NCc1ccccc1 | i | 3% | 4% | -2.2% | · | -1% | 6% | -0.7 | -10%
COc1ccc(CN2Cc3cc(N4CCOCC4)ccc3-n3nncc3C2)cc1 | i | 7% | · | -0.4% | · | -20% | 1% | -1.0 | ·
COc1ccc2c(c1)C1OCCNC1CC2 (stereo unspecified) | i | 0% | · | -0.5% | · | 10% | 1% | 1.5 | ·
COC(=O)C1=C(c2ccc(OC)c(OC)c2)C[C@@H]2CC[C@H]1N2C(=O)NC1Cc2ccccc2C1 | i | 13% | -7% | 3.6% | -1% | ? | 0% | 0.0 | ?
Cc1ccc(C(=O)N[C@@H](C)CN2C3=NC[C@H](Cc4ccccc4)N3C[C@H]2Cc2ccc(O)cc2)cc1Br | i | 6% | ? | -3.3% | 3% | 13µM* | 4% | -2.4 | ?
CCC1(CCCC(=O)c2ccc(F)cc2)C(=O)NC(=S)NC1=O | i | 4% | 1% | -0.9% | 2% | -25% | 1% | -3.8 | 0%
CC(=O)OC1CC2(O)C3CCC4CC(O)CCC4(C)C3CCC2(C)C1C1=CC(=O)OC1 (stereo unspecified) | i | 11% | ? | -2.2% | · | 2µM* | 7% | -1.6 | 0.065µM*
Cn1cc(C(=O)c2ccccc2)c2ccccc21 | i | -12% | 0% | 0.7% | -5% | -10% | 15% | -1.0 | 15%

Screening data as filed in PubChem BioAssay.
